Screening data as filed in PubChem.
C2C12 statin: suppressors of statin myotoxicity in C2C12 myotubes, primary screen, cell-based, single point, plate reader | C2C12 myotubes + simvastatin, ATP luminescence, 48 h; scaled: DMSO 0, geranylgeraniol control 100 | rescue of ATP level, % at 7.49 µM | actives 0.78% (n = 330,000) | AID 602340, 2012;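 active = mean ATP rescue above about 67%, or every replicate alone reaching that limit, limit read from the data, passing the limit was not always enough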;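 note: myotubes were challenged with 10 µM simvastatin during compound exposure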
miR122 inh: miR-122 Renilla sensor signal increase in Huh7, primary screen, miR-122 inhibitor project, cell-based, single point, plate reader; activation (reporter increase), % at 12.5 µM; actives 0.3% (n = 340,000); Huh7 miR-122 Renilla luciferase sensor, 48 h; neutral wells = 0, positive control = 100;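 active = mean replicate activation score at least 90 and every replicate individually at or above 90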;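 note: higher luciferase means less miR-122 activity so hits act as miR-122 inhibitors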
GSIS activator: GLuc luminescence reporter in INS-1E cells, primary screen for activators of glucose-dependent secretion of insulin; actives 0.61% (n = 370,000); INS-1E GLuc reporter insulin secretion, 2-3 h; activation, % at 16.6 µM; AID 743287, 2014;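 active = lowest replicate activation of at least 40%, so every replicate reaches that level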;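 note: 0% = median of neutral control wells and 100% = median of IBMX positive control wells; some compounds called inactive have numbers as strong as hits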
PglD inh: C. jejuni PglD acetyltransferase inhibitors, primary screen, biochemical, DTNB colorimetric, single point. purified PglD enzyme, DTNB colorimetric CoA detection. actives 0.098% (n = 360,000). UDP-N-acetylbacillosamine N-acetyltransferase PglD (Campylobacter jejuni). inhibition, % at 12.5 µM. AID 602405, 2012; in the data active = inhibition above about 16%, passing the limit was not always enough; note: strong numbers were not always called active
F508del corr: F508del CFTR correction, initial screen, CFBE line, single point | actives 0.36% (n = 350,000) | AID 720511, 2013 | CFBE cells, YFP halide quenching; stimulated with forskolin plus potentiator P3; % fluorescence drop versus neutral controls | activity (quench increase), % at 7.58 µM;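 active = mean added fluorescence quench of at least 8% versus neutral control, with both replicates also reaching 8%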;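 note: cells transiently co-express mutant CFTR-F508del with the halide-sensitive YFP; corrector assay measuring rescue of mutant channel to the surface after 24 h compound exposure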
FN deposit inh: inhibitors of fibronectin matrix deposition, primary screen, AH1F cells, Alexa488-fibronectin fluorescence, plate reader. inhibition, % at 12.6 µM. AID 743247, 2014. actives 0.086% (n = 350,000). AH1F fibroblasts, overnight;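 active = mean inhibition across replicates of 30% or more, regardless of how many single replicates reach that level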;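 note: positive control wells lacked labelled fibronectin entirely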
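Assay system: AH1F fibroblast monolayer, labelled fibronectin deposition. Amount: 10000 cells per well. Also added: labelled fibronectin 24 nM. Compound: single-point pinned compound. Incubation: cell attachment 1 h, compound and FN exposure overnight. Detection: fluorescence after three HBSS washes, excitation 485 nm, emission 525 nm. Read-out: inhibition of fibronectin deposition signal.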
PGC1a acetyl inh: inhibitors of PGC1a acetylation signal, primary screen, cell-based, U2OS, AlphaScreen, inhibitor mode | AID 651687, 2012 | inhibition, % at 15.6 µM | actives 0.17% (n = 350,000) | AlphaScreen anti-acetyl-lysine; with virally co-expressed GCN5 acetyltransferase;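 active = every replicate shows inhibition of at least 40%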;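 note: 0% = neutral control wells and 100% = positive control wells; some results beyond the cut were filed as inactive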
Cneo AK release: Cryptococcus neoformans cell lysis inducers, primary screen, AK release luminescence, single concentration | actives 0.2% (n = 360,000) | C. neoformans lysis, adenylate kinase release luminescence, 4 h; normalised: neutral wells 0, clomiphene wells 100 | lysis activity, % at 15 µM;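 active = mean lysis activity across replicates of at least 80%, whatever share of replicates individually reach that level; inactive = mean lysis activity below 80%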
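Assay system: Cryptococcus neoformans yeast cells / Dosing: single-point compound dose / Timing: 4 h at 37 °C static, read 1 h later / Measured by: luminescence of released adenylate kinase using an AK detection reagent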
An asterisk follows results filed as active; . = not tested or not shown; [ ] = dose if it differs, or a comment.

Value order – C2C12 statin	miR122 inh	GSIS activator	PglD inh	F508del corr	FN deposit inh	PGC1a acetyl inh	Cneo AK release
CC1CCN(S(=O)(=O)c2ccc3c(c2)N(CC(=O)NCCCN2CCCCC2C)C(=O)CS3)CC1 (stereo not given)
→ -9	4	-12	-1	-4.2	6	1	0
CCOC(=O)c1nc(C)sc1-c1ccnn1S(=O)(=O)c1ccccc1C(F)(F)F
→ .	1	.	3	9.8*	-4	-9	0
Cc1nn(Cc2noc(C(=O)NCc3ccccn3)n2)c(C)c1Br
→ 14	-1	-5	-7	-1.9	2	6	0
C[C@H]1CN([C@@H](C)CO)S(=O)(=O)c2ccc(C3=CCCCC3)cc2O[C@@H]1CN(C)C(=O)CC1CC1
→ .	41[16.7 µM]	3	2	-0.1	-8	-6	-1
CC(O)c1cccc(NC(=O)C2CCCCC2)c1 (stereo not given)
→ 9	-3	-5	-3	0.7	-20	9	-3
CC(C)=CCC[C@H](C)C[C@@H]1CC2=C(C(=O)OC(C)(C)O2)[C@H](c2ccc(Cl)cc2)O1
→ -6	-3	-18	2	0.8	3	-12	0
S=C(NCCCc1ccccc1)NCc1ccccc1
→ 7	8	-32	0	3.5	8	.	11
Cc1ccc(C)c(OCC(=O)N/N=C/c2ccsc2)c1
→ 33	6	.	7	.	7	-23	-1
COc1cccc(C(=O)OC2CCCN(C)C2)c1 (stereo not given)
→ -4	-7	13	-3	.	.	5	-2
Cc1noc(C)c1S(=O)(=O)Nc1ccc2c(c1)C(=O)N([C@H](C)CO)C[C@H](C)[C@H](CN(C)C(=O)CCC(F)(F)F)OCCCC[C@@H](C)O2
→ .	5[16.7 µM]	11	-1	-1.1	.	0	0
Cc1ccccc1OCC(=O)NNC(=O)C1CCN(c2ncnc3sc(C)c(C)c23)CC1
→ 1	.	-15	.	-0.4	-2	.	.
N#C[C@H]1[C@@H](c2ccccc2-c2ccc(F)cc2)[C@H](CO)N1C(=O)Cc1ccccc1
→ .	.	-15	.	1.2	-8	6	.
NS(=O)(=O)c1ccc(CCNC(=O)CSc2nc3ccccc3c(=O)n2CC2CCCO2)cc1 (stereo not given)
→ 2	0	17	0	-1.5	1	9	-4
COC(=O)Cn1c(C(O)c2ccccc2)nc2ccccc21 (stereo not given)
→ 4	.	-7	2	0.2	0	.	2
CN(C)CC(=O)Nc1ccc2c(c1)[C@H]1C[C@H](CC(=O)NCc3ccc(Cl)cc3)O[C@@H](CO)[C@H]1O2
→ -3	-3[16.7 µM]	-6	3	-1.1	-6	-13	-9
COc1ccc(CCNC(=O)[C@H](C)N2C(=O)N3CCc4c([nH]c5ccccc45)[C@@]3(C)C2=O)cc1
→ 16	-5	.	4	2.3	.	-12	1
CC(C)C[C@H](NC(=O)N1CC(=O)Nc2ccccc21)C(=O)N[C@@H](C(=O)O)c1ccccc1
→ 2	-7	-2	-1	-2.2	1	-4	-2
COCCNC(=O)C[C@H]1CC[C@@H]2[C@@H](COc3ccc(NC(=O)COC)cc3C(=O)N2C)O1
→ 5	-3[16.7 µM]	9	3	-0.2	-7	-3	-3
C[C@@H]1CCCCO[C@@H](CN(C)C(=O)Nc2ccc3c(c2)OCO3)[C@@H](C)CN([C@H](C)CO)C(=O)c2cc(NC(=O)Nc3cccc4ccccc34)ccc2O1
→ 0	31[16.7 µM]	26	0	3.2	13	-1	105*
Cn1cnc(S(=O)(=O)N2CC[C@H]3[C@H](CO)Nc4ccc(C#Cc5ccc(F)cc5)cc4[C@H]32)c1
→ .	.	-20	.	4.0	13	-17	.
CCNC(=O)C[C@@H]1CC[C@H]2[C@H](COc3ccc(NC(=O)Nc4c(C)noc4C)cc3C(=O)N2C)O1
→ 2	2[16.7 µM]	-8	4	1.2	-4	-7	0
Cc1nc(N)sc1-c1ccccc1
→ -1	.	21	0	0.6	5	-3	-1
CCN1[C@@H]2Cn3c(ccc(C4=CCCC4)c3=O)[C@H]1[C@@H](C(=O)N[C@H](C)c1ccccc1)[C@@H]2CO
→ -9	6[16.7 µM]	2	1	-0.9	.	5	-1
CCN1CCN(C(=S)c2ccc(Cl)c(Cl)c2)CC1
→ 14	0	.	-1	.	-2	.	-1
CCOc1ncccc1C(=O)N(CC)CC(=O)Nc1ccc(NC(C)=O)cc1
→ .	-2	6	-7	.	3	.	-3
Cc1ccc(C)c(NC(=O)CCCCCN2C(=O)[C@@H]3Cc4ccccc4CN3C2=O)c1
→ 25	-2	20	-3	1.8	7	-5	0
COC(=O)c1ccc(NC(=O)CSc2nc(=O)n3cccc(C)c3n2)cc1
→ -12	1	-4	0	2.8	-2	.	1
COc1ccc(S(=O)(=O)Cc2ccc(C(=O)N3CCOCC3)o2)cc1
→ -18	0	7	1	-2.1	3	0	-1
CC(=O)N1[C@@H]2c3ccc(C4=CCCC4)c(=O)n3C[C@H]1[C@H](CO)[C@H]2C(=O)NC1CCCCC1
→ -21	6[16.7 µM]	11	-2	1.5	5	.	.
Cc1ccc(CNS(=O)(=O)c2c(C)n(C)c(=O)n(C)c2=O)cc1
→ .	.	-4	.	-2.8	-3	7	.

Value order – C2C12 statin	miR122 inh	GSIS activator	PglD inh	F508del corr	FN deposit inh	PGC1a acetyl inh	Cneo AK release
FC(F)(F)c1ccccc1Cc1c(C2CCCCC2)nc2ccc(Br)cn12
→ 2	1	-5	-3	3.4	.	8	12
CCOc1ccc(C2C(C(=O)OC)=CN(CCOC)C=C2C(=O)OC)cc1
→ 27	2	1	2	.	.	4	0
O=C(NCC1CCN(Cc2ccccc2F)CC1)Nc1ccccc1F
→ 0	7	-5	1	-1.8	6	2	-2
CCCC1(C(=O)OCC)NC(c2cc(OC)c(OC)c(OC)c2)C2C(=O)N(CC)C(=O)C21 (stereo not given)
→ 6	1	.	5	.	-3	10	-3
O=S1(=O)Nc2c(ccc3cccnc23)-c2ccccc21
→ 109*	-18	.	-3	.	.	-51	19
Cc1cc(C)n2nc(CC(=O)NCc3ccc(F)cc3)nc2n1
→ .	10	6	-1	.	.	-13	21
C/C=C/c1cccc(-c2nc(C(=O)NCCC)cc3c2[C@@H](CCO)N([S@](=O)C(C)(C)C)C3)c1
→ .	.	7	.	-0.7	-8	-12	.
O=C(O)CN1CCCCCC1=O
→ -10	-2	10	-1	2.0	3	.	0
COc1ccc(N2CCN(C(=O)C3Cc4ccccc4CN3C(=O)c3ccco3)CC2)cc1 (stereo not given)
→ 9	2	.	1	-2.9	-6	-1	1
Cc1ccc(NC(=O)CN(C)C(=O)C(C)OC(=O)CNC(=O)c2ccc(Cl)c([N+](=O)[O-])c2)cc1 (stereo not given)
→ -10	-3	-30	7	1.8	4	2	0
COc1ccccc1S(=O)(=O)Cc1ccc(C(=O)N2CCN(c3ccc(C)cc3)C(C)C2)o1 (stereo not given)
→ -1	-1	.	-1	1.2	5	-2	0
C[C@@H]1CCCCO[C@H](CN(C)C(=O)Cc2ccccc2)[C@H](C)CN([C@@H](C)CO)C(=O)c2cc(NC(=O)CCCN(C)C)ccc2O1
→ .	11[16.7 µM]	8	-2	-0.7	.	-3	-2
C[C@H](CO)N1C[C@H](C)[C@H](CN(C)Cc2ccc(F)cc2)Oc2cc(C#Cc3ccccn3)ccc2S1(=O)=O
→ 3	-10[16.7 µM]	-9	-14	3.3	.	0	0
O=c1ccc2cc(S(=O)(=O)NCCCc3ccccc3)ccc2[nH]1
→ -7	1	2	-4	-1.1	0	.	4
C[C@@H]1CN([C@@H](C)CO)C(=O)c2cccc(NC(=O)Nc3ccc(F)cc3)c2O[C@@H]1CN(C)C(=O)NC1CCCCC1
→ -15	1[16.7 µM]	-12	-3	3.0	.	-1	.
CN(CC(=O)NCCc1ccc(S(N)(=O)=O)cc1)Cc1ccc(Cl)cc1Cl
→ 2	-8	14	-1	4.4	2	.	0
CO[C@@H]1CN(C)C(=O)c2ccc(NC(=O)C3CCC3)cc2OC[C@H](C)N(Cc2ccccn2)C[C@@H]1C
→ -5	.	3	1	0.0	-4	1	-6
CC(=O)Oc1ccc(C2(C)CC(C)(C)Oc3cc(OC(C)=O)ccc32)c(OC(C)=O)c1 (stereo not given)
→ -3	9	4	-9	-4.8	9	10	-2
Cc1cccc(-c2nnc(NC(=O)c3ccc(Cl)cc3)o2)c1
→ -9	-4	.	-1	.	-4	5	4
C[C@@H]1CCCCO[C@H](CN(C)Cc2ccncc2)[C@H](C)CN([C@@H](C)CO)C(=O)c2cc(N(C)C)ccc2O1
→ -30	2[16.7 µM]	2	2	-0.7	.	-1	2
CC(C)NC(=O)Nc1cccc2c1O[C@H](CN(C)S(=O)(=O)c1cccs1)[C@H](C)CN([C@@H](C)CO)C2=O
→ .	1[16.7 µM]	14	.	0.8	.	9	.
C[C@@H]1CN([C@@H](C)CO)C(=O)c2cc(NC(=O)Nc3cccc4ccccc34)ccc2O[C@@H]1CN(C)C(=O)Nc1ccc(C(F)(F)F)cc1
→ -10	-3[16.7 µM]	-2	-1	0.2	.	-5	-7
O=C(c1ccccc1F)N1C[C@@H]2[C@H](c3ccccc31)[C@H](CO)N2C(=O)c1ccc(F)cc1
→ -33	42[16.7 µM]	-2	1	1.4	.	2	-1
O=C(CSc1nnc(Nc2ccccc2)s1)NCc1ccco1
→ -13	-1	-2	-1	.	5	-1	0
O=C(Nc1cccc(Cl)c1)N1C[C@@H]2[C@H](c3ccccc31)[C@@H](CO)N2Cc1ccccc1Cl
→ -61	-12[16.7 µM]	-16	0	4.9	.	-14	6
CN(c1ccccc1)S(=O)(=O)c1cccc(NS(=O)(=O)c2ccc(/C=C/C(=O)O)cc2)c1
→ 2	-1	16	-2	-0.6	-5	.	-4
O=c1oc2ccccc2c(NC(c2ccccc2)c2ccccc2)c1[N+](=O)[O-]
→ -21	-7	.	-2	.	-2	0	0
CCn1c(SCC(N)=O)nnc1-c1cc2c(C)nn(-c3ccccc3)c2s1
→ -38	-3	20	2	.	-5	-16	-3
CCn1c2ccccc2c2cc(NC(=O)c3cccc(OC)c3)ccc21
→ -112	15	13	-5	-4.7	.	-2	0
Cc1ccc(NC(=Nc2ccc(Br)cc2)N2CCOCC2)cc1C
→ -3	-5	-18	3	-0.2	0	0	-1
CCN(Cc1nc(-c2cccc(C)c2)no1)C(=O)c1ccc2c(c1)OCO2
→ 17	.	0	2	-1.4	-7	.	-1

Complete entries, looked up by structure.
O=C(NCC1CCN(Cc2ccccc2F)CC1)Nc1ccccc1F across the screens: C2C12 statin: 0; miR122 inh: 7; GSIS activator: -5; PglD inh: 1; F508del corr: -1.8; FN deposit inh: 6; PGC1a acetyl inh: 2; Cneo AK release: -2
Cc1cc(C)n2nc(CC(=O)NCc3ccc(F)cc3)nc2n1 across the screens: C2C12 statin: .; miR122 inh: 10; GSIS activator: 6; PglD inh: -1; F508del corr: .; FN deposit inh: .; PGC1a acetyl inh: -13; Cneo AK release: 21
